GSK3beta inhib: human GSK3beta kinase inhibitors, primary screen, biochemical, cell-free homogeneous, HTS; activity score (negative = inhibition), % at 10 µM; hit rate 0.038% among 300,000; AID 2097, 2009; GST-GSK3beta kinase, ADP-Glo luminescence, 60 min; stronger effect = lower value;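 active = more than half of replicate wells score below -50%, meaning over 50% inhibition versus plate controls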;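 note: 0% = median DMSO wells and -100% = median GW8510 positive control wells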
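Test system: GST-tagged human GSK3beta kinase, cell-free; evaluation: activity score scaled between in-plate DMSO and GW8510 controls; measured by: ADP-Glo luminescence; incubation: 60 min reaction, RT; benchmarks: DMSO and 20 µM GW8510; reagent: peptide substrate plus 25 µM ATP (final); medium: Tris/MgCl2 kinase buffer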
DYRK1A inh: rat Dyrk1A kinase inhibitors, primary screen, biochemical, single point, plate reader; ADP-Glo luminescence, NFATc1 peptide; hit rate 0.43% among 310,000; inhibition, % at 12.5 µM; AID 504441, 2011; Dual specificity tyrosine-phosphorylation-regulated kinase 1A (Rattus norvegicus), Q63470; in the data active = inhibition above about 50%;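 note: plate controls were vehicle with enzyme for no effect and no enzyme for full effect; many of its hits are not listed in these tables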
GSK3A inh: blockers of GSK3A enzyme activity – biochemical, luminescence, cell-free homogeneous, HTS, primary screen. Glycogen synthase kinase-3 alpha (Homo sapiens), P49840. GSK-3 alpha kinase, ADP-Glo luminescence, 60 min. inhibition, % at 10 µM. hit rate 0.1% among 320,000. AID 2650, 2010;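 in the data active = inhibition above about 50%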;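 note: GST-tagged GSK-3 alpha with peptide substrate and 25 µM ATP; 0% = DMSO neutral wells and 100% = GW8510 positive control wells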
KCNQ1 pot: potentiators or activators of KCNQ1 channel, primary screen, cell-based, thallium flux, high-throughput | CHO-K1 KCNQ1, thallium flux FluxOR fluorescence; stronger effect = higher value | B-score at 10 µM | hit rate 0.35% among 310,000;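 active = fluorescence ratio B-score, a plate-corrected score, at least three library SD, with initial intensity B-score within 5 SD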
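Assay system: CHO-K1 cells stably expressing KCNQ1. Medium: assay buffer for compound exposure, DMSO matched across wells. Timing: 37 °C overnight plating, 90-min dark dye load, 20-min compound pretreatment. Signal: kinetic FluxOR fluorescence, 10 s baseline plus 110 s post-stimulus.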
KCNK3 inh: human KCNK3 channel inhibitors, primary screen, CHO cells, FluxOR thallium flux, B-score; FluxOR fluorescence; stronger effect = lower value; hit rate 0.84% among 340,000; B-score at 10 µM; Potassium channel subfamily K member 3 (Homo sapiens), O14649;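 active = B-score under library mean minus 4 SD, starting fluorescence ratio at most library mean plus 5 SD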;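 note: more negative B-score means stronger inhibition of thallium flux through KCNK3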
Target sequence (O14649 whole entry, looked up): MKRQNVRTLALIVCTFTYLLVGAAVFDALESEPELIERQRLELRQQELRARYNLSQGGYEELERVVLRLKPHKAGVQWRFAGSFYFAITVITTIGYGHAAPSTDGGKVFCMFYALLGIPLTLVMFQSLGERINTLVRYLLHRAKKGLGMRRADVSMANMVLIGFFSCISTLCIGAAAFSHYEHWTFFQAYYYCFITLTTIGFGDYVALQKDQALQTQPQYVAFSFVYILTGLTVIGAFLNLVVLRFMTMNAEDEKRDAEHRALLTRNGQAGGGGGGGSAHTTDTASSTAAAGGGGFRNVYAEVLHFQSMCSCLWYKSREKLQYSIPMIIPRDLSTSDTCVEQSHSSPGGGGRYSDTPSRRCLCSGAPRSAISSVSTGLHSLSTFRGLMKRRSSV
hERG protect: hERG rescue from dofetilide block, primary screen, cell-based, CHO-hERG, FluxOR thallium flux, dofetilide IC70 | Voltage-gated inwardly rectifying potassium channel KCNH2 (Homo sapiens), Q12809 | dofetilide IC70 present | activation (rescue from dofetilide block), less the hit threshold, % at 10 µM | hit rate 0.51% among 310,000 | AID 1511, 2009;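 active = activation above the mean of controls blocked by dofetilide plus 5 SD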;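 note: thallium influx through hERG after potassium depolarization seen as dye fluorescence rise; in these data hits start at about 4.7%; inactives centre near -7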
RGS4 block: RGS4 inhibitors, primary screen, cell-based, HEK293 M3R inducible RGS4, calcium flux. AID 463165, 2010. Fluo-4 calcium flux; stronger effect = higher value; triggered by carbachol at its EC20. hit rate 0.45% among 310,000. B-score at 10 µM. Regulator of G-protein signaling 4 (Homo sapiens), P49798;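 active = B-score, a plate-corrected calcium signal, over three deviations above library mean, with baseline fluorescence within five deviations of library mean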;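 note: RGS4 expression induced by doxycycline in cells with stable M3 receptor; B-score is computed from the integrated fluorescence ratio over baseline after carbachol; higher B-score means a larger calcium signal and so more RGS4 inhibition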
Target sequence (P49798 whole entry, looked up): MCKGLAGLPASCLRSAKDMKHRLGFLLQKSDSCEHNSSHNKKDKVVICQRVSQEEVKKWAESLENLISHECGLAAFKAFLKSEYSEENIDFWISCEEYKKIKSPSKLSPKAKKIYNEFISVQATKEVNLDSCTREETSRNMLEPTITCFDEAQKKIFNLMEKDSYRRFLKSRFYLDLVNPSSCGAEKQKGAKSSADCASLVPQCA
RGS4 act: RGS4 potentiators or activators, primary screen, cell-based, HEK293 M3R inducible RGS4, calcium flux. carbachol calcium flux Fluo4; stronger effect = lower value. AID 463111, 2010. B-score at 10 µM. hit rate 0.92% among 310,000;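 active = B-score of the integrated calcium signal more than 4 SD below the library mean, with starting fluorescence not abnormally high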;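 note: negative B-score means reduced calcium response which marks RGS4 activation or potentiation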
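System – HEK293 FlpIn-TREx cells, stable M3R, doxycycline-inducible RGS4 · Reagent – ECmax carbachol challenge · Times – compound preincubation 20 min at room temperature before agonist · Technique – Fluo4 fluorescence kinetic imaging of calcium · Measure – B score of integrated Fluo4 ratio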
KCNK9 inh: KCNK9 potassium channel inhibitors, primary screen, HEK293 cells, thallium flux; Potassium channel subfamily K member 9 (Homo sapiens), Q9NPC2; FluxOR thallium flux fluorescence; stronger effect = lower value; B-score at 10 µM; hit rate 1.2% among 310,000;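 active = ratio B-score over 3 SD below the library mean, with starting fluorescence within 5 SD of its mean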;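 note: negative B-score means less thallium flux so channel inhibition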
Target sequence (Q9NPC2 whole entry, looked up): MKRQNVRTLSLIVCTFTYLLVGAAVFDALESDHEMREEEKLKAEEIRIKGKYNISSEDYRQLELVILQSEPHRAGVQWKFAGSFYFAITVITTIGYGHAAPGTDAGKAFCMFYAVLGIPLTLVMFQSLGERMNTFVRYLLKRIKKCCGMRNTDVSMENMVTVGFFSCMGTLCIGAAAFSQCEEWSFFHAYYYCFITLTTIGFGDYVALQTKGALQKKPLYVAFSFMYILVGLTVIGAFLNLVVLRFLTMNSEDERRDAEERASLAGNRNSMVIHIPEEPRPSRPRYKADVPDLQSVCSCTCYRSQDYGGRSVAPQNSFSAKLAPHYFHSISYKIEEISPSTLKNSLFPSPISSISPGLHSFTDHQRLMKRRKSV
PolyA inhibitor: polyadenylation inhibitors in yeast reporter cells, primary screen, luminescence, S. cerevisiae | S. cerevisiae SKY197-pL101 polyadenylation reporter, beta-gal luminescence; efflux-impaired pdr1/pdr3 knockout yeast; score 100 = 6 SD above DMSO | calls only at 12 µM | hit rate 0.02% among 300,000 | AID 1875, 2009;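 active = lowest replicate activity score at least 50, where 100 means six control SD above control mean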;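 note: yeast exposed to compound for 9 h at 30 °C; higher score means more reporter readthrough which indicates perturbed polyadenylation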
KCNQ1 block: inhibitors of human KCNQ1 channel, primary screen, cell-based, thallium flux, high-throughput; CHO-K1 KCNQ1, FluxOR thallium flux fluorescence; stronger effect = higher value; hit rate 1.3% among 310,000; B-score at 10 µM;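 active = compounds whose thallium flux B-score, printed positive for inhibition, exceeds three library SD while starting fluorescence stays within three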;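 note: channel opened by potassium depolarization with thallium stimulus after 20 min compound exposure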
The depositor's hits bear a star; i = inactive; x = no result given. A portion of the library; the hit share may differ from the screen's.

SMILES	GSK3beta inhib	DYRK1A inh	GSK3A inh	KCNQ1 pot	KCNK3 inh	hERG protect	RGS4 block	RGS4 act	KCNK9 inh	PolyA inhibitor	KCNQ1 block
Cc1onc(C(=O)NN)c1C(=O)N1CCN(C(c2ccccc2)c2ccccc2)CC1	-9	0	0	i	i	-13	i	i	i	i	i
Cc1sc2nc(C(C)C)nc(SCC(=O)NC3CC3)c2c1C	-1	-2	0	i	i	-4	i	i	i	i	i
COC(=O)CCCCCN1C(=O)/C(=C\c2ccncc2)SC1=S	-1	3	1	i	i	-17	i	i	i	i	i
Cc1ccc(C2CC(c3ccco3)n3nc(N)nc3N2)cc1 (configuration not stated)	-20	14	2	i	i	-7	i	i	i	x	i
COc1cc(OC)cc(C(=O)OCc2cc3ccccc3[nH]c2=O)c1	0	5	1	i	i	-6	i	i	i	i	i
COc1ccc(CNC(=O)c2c(O)c3cccc4c3n(c2=O)CCC4)cc1OC	-6	8	-2	i	i	-3	i	i	i	i	i
O=C(/C=C/c1ccccc1Cl)N1CCN(c2ncccn2)CC1	2	-5	2	i	i	-4	i	i	i	i	i
O=C(NCCc1ccccc1)c1ccc([N+](=O)[O-])cc1	4	-1	-4	i	i	-12	i	i	i	i	i
Cc1nn(-c2ccccc2)c(Cl)c1/C=N/NC(=O)CNc1n[nH]c(=O)[nH]c1=O	1	x	10	i	x	-4	i	i	i	i	i
Nc1cc(=O)[nH]c(=O)n1-c1cccc(F)c1	0	-34	x	i	i	-8	i	i	i	i	i
CC(NC(=O)c1ccc(N2CCCC2)c([N+](=O)[O-])c1)c1ccc(S(N)(=O)=O)cc1 (configuration not stated)	-1	-1	0	i	i	-7	i	i	i	i	i
COCc1cc(=O)[nH]c(/N=C(\N)Nc2c(F)cccc2F)n1	0	x	0	i	i	-6	i	i	i	i	i
COC(=O)c1ccccc1NC(=O)C(CCS(C)(=O)=O)NC(C)=O (configuration not stated)	-1	2	2	i	i	-5	i	i	i	i	i
COc1ccc(CNCC2COc3ccccc3O2)cc1 (configuration not stated)	2	8	-2	i	i	2	i	i	i	i	i
CSc1nsc(SCC(=O)NCc2ccc(C)cc2)n1	-3	-5	-3	i	i	-5	i	i	i	i	i
Cc1ccc(CN2CC(C(=O)N3CCN(S(=O)(=O)c4c(F)cccc4F)CC3)CC2=O)cc1 (configuration not stated)	2	11	1	i	i	-8	i	i	i	i	i
C/C(N)=C(/C#N)C(=O)CSc1nc2cc(Cl)ccc2s1	1	-3	-2	i	i	-13	i	i	i	i	i
COc1ccc(C(=O)c2oc3ccc(OC)cc3c2N)cc1	-1	-4	-1	i	i	-8	i	i	i	i	i
COCC(=O)N(Cc1cc2ccccc2[nH]c1=O)c1ccccc1OC	1	7	-2	i	i	-3	i	i	i	i	i
COCCCN1C2=C(C(=O)CC(C)(C)C2)C(c2ccc(O)c(OC)c2)C2=C1CC(C)(C)CC2=O	1	-6	0	i	i	-4	i	i	i	i	i

As a short view, some entries already given.
SMILES	GSK3beta inhib	DYRK1A inh	GSK3A inh	KCNQ1 pot	KCNK3 inh	hERG protect	RGS4 block	RGS4 act	KCNK9 inh	PolyA inhibitor	KCNQ1 block
COCC(=O)N(Cc1cc2ccccc2[nH]c1=O)c1ccccc1OC	1	7	-2	i	i	-3	i	i	i	i	i
COCCCN1C2=C(C(=O)CC(C)(C)C2)C(c2ccc(O)c(OC)c2)C2=C1CC(C)(C)CC2=O	1	-6	0	i	i	-4	i	i	i	i	i

Ordered by the number under DYRK1A inh (descending): some entries from above
structure	DYRK1A inh
COc1ccc(CNC(=O)c2c(O)c3cccc4c3n(c2=O)CCC4)cc1OC	8
COC(=O)c1ccccc1NC(=O)C(CCS(C)(=O)=O)NC(C)=O (configuration not stated)	2
Cc1onc(C(=O)NN)c1C(=O)N1CCN(C(c2ccccc2)c2ccccc2)CC1	0
CSc1nsc(SCC(=O)NCc2ccc(C)cc2)n1	-5

New compounds follow:
SMILES	GSK3beta inhib	DYRK1A inh	GSK3A inh	KCNQ1 pot	KCNK3 inh	hERG protect	RGS4 block	RGS4 act	KCNK9 inh	PolyA inhibitor	KCNQ1 block
NS(=O)(=O)c1ccc(N/C=C\C(=O)c2ccc(F)cc2)cc1	0	x	-4	i	i	-4	i	i	i	i	i
COc1cc(OC)cc(C(=O)Nc2ccc(S(=O)(=O)Nc3cnc4ccccc4n3)cc2)c1	0	x	-6	i	i	-13	i	i	i	i	i
O=C(COC(=O)c1ccc(S(=O)(=O)NCc2ccco2)cc1)c1ccccc1	0	3	-2	i	i	-4	i	i	i	i	i
COc1cc(C2c3c(oc4cc(C)c(C)cc4c3=O)C(=O)N2c2cc(C)ccn2)ccc1O (configuration not stated)	-2	2	-2	i	i	-5	i	i	i	i	i
N/C(=N\OC(=O)c1cccc(Br)c1)c1ccncc1	3	5	1	i	i	-11	i	i	i	i	i
COc1ccc(CN(CCCN2CCOCC2)C(=O)Nc2ccccc2)cc1OC	-1	3	0	i	i	-11	i	i	i	i	i
CCc1ccc(NC(=O)C(=O)NNC(=O)COc2cccc(OC)c2)cc1	-1	-6	-5	28*	i	7.2*	i	i	i	i	i
CCOC(=O)c1c(C)[nH]c(C)c1S(=O)(=O)N(C)CC(=O)Nc1cccc(C)n1	-3	-3	x	i	i	-11	i	i	i	i	i
COc1cc(NS(=O)(=O)c2c(C(=O)N3CCOCC3)c(C)n(C)c2C)cc(OC)c1OC	3	-2	0	i	i	-12	i	i	i	i	i
CCN(C(=O)c1ccc(NC(=O)c2ccco2)cc1)c1ccccc1	1	-1	1	i	i	-2	i	i	i	i	i
COc1cccc(/C=N/c2oc(-c3ccccc3)cc2C#N)c1O	3	3	-4	i	i	-18	i	i	i	i	i
COC(=O)c1ccc2c(=O)n(Cc3ccc(C(=O)NC4CCCC4)cc3)c(=S)[nH]c2c1	7	1	-3	i	i	-4	i	i	i	i	i
COc1ccc(/C=C/C(=O)NCC(=O)N/N=C(/C)c2ccco2)cc1	-1	-1	-3	i	i	-8	i	i	i	i	i
CCOc1ccccc1NC(=S)N1CCC(c2nc3ccccc3o2)CC1	1	-1	-4	i	i	-12	i	i	i	i	i
O=C(CSc1nnc(NC(=O)c2ccccc2)s1)NCC1CCCO1 (configuration not stated)	-2	-3	2	i	i	-7	i	i	i	i	i
CC(C)CNC(=O)C1CCN(S(=O)(=O)c2ccc3c(c2)OCCO3)CC1	0	3	1	i	i	-12	i	i	i	i	i
N/C(=N\N=C\c1ccco1)SC1CC(=O)N(c2ccccc2)C1=O (configuration not stated)	1	-5	-2	i	i	-9	i	i	i	i	i
O=C1NCCCCC1NS(=O)(=O)c1ccccc1 (configuration not stated)	-1	1	0	i	i	-6	i	i	i	i	i
O=C(N/N=C\C=C\c1ccco1)c1cncc(Br)c1	-3	x	0	i	i	-11	i	i	i	i	i
Cc1ccc(Cn2c(SCCN3CCCCC3)nc3c2c(=O)n(C)c(=O)n3C)cc1	2	0	0	i	i	-12	i	i	i	i	i
O=C(COC(=O)C12CC3CC(CC(Br)(C3)C1)C2)N1CCOCC1	0	-3	-1	i	i	-4	i	i	i	i	i
O=C(COc1ccccc1)N1CCN=C1SCc1ccccc1	2	x	-4	i	i	-6	i	i	i	i	i
CC1Cc2ccccc2N1CC(=O)Nc1ccc2c(c1)OC(F)(F)O2 (configuration not stated)	4	-2	-3	i	i	-13	i	i	i	i	i
CCN(CC)S(=O)(=O)c1ccc(C(=O)/C=C/c2ccc(-c3ccc([N+](=O)[O-])cc3)o2)cc1	1	-5	0	i	-9.3*	-14	i	i	i	i	i
Cc1ccc(C(=O)NCCc2nnc3ccc(SCC(=O)N4CCCC4)nn23)cc1	1	0	-1	i	i	-2	i	i	i	i	i
O=C(COC(=O)CCc1ccccc1)NC12CC3CC(CC(C3)C1)C2	0	x	x	i	i	-2	i	i	i	i	i
CCCn1c(N2CCC(Cc3ccccc3)CC2)nc2c1c(=O)[nH]c(=O)n2C	-3	3	3	i	i	-12	i	i	i	i	i
CCOc1ccccc1NC(=O)CCc1ccc(C)o1	0	4	2	i	i	-2	i	i	i	i	i
CCN(CC)Cc1csc(C(N)=O)c1	3	1	1	i	i	-5	i	i	i	i	i
O=C(c1cc2cc(Cl)ccc2oc1=O)N1CCOCC1	1	-4	3	i	i	-8	i	i	i	i	i
Cc1cc(=O)[nH]c(/N=C(\N)Nc2cccc3ccccc23)n1	-1	-4	3	i	i	-6	i	i	i	i	i
O=C(NCCCn1ccnc1)C1c2ccccc2Oc2ccccc21	1	-9	-7	i	i	-7	i	-7.4*	i	i	i
COC(=O)c1sc(S(=O)(=O)NCc2ccccc2)c(C(=O)OC)c1C	4	9	-1	i	i	-15	i	i	i	i	i
Cc1ccc(-c2cc(N)nc(-c3ccccc3)c2)cc1	x	-1	-2	i	i	-7	i	i	i	i	i
CCn1ccc(C(=O)Nc2cccc(Cl)c2)n1	2	5	0	i	i	-8	i	i	i	i	i
CCOc1ccc(N2C(=O)CC(SCc3nc4ccccc4[nH]3)C2=O)cc1 (configuration not stated)	-3	0	7	i	i	-9	i	i	i	i	i
Cc1cc(C)c2c(N)c(C(=O)NCC3CCCCC3)sc2n1	0	3	0	i	i	-4	i	i	i	i	i
COc1ccc(CCNS(=O)(=O)c2ccc(-c3ccc(=O)[nH]n3)o2)cc1OC	1	-5	2	i	i	-4	i	i	i	i	i

High-throughput results (PubChem)
